MsrA inh = bovine MsrA enzyme inhibitors, primary screen, biochemical, absorbance, HTS; Methionine sulfoxide reductase A (Bos taurus); purified bovine MsrA, absorbance read-out; inhibition, % at 15.5 µM; hit rate 0.75% among 360,000; in the data active = inhibition above about 4.5%;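 note: 0% = vehicle wells with enzyme and 100% = reference inhibitor wells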
CSN deneddyl inh = inhibitors of CSN-mediated cullin deneddylation, primary screen, biochemical, fluorescence polarization, uHTS; COP9 signalosome complex subunit 5 (Homo sapiens), Q92905; Purified CSN, SCF-Nedd8-OG deneddylation; inhibition, % at 12.5 µM; hit rate 0.38% among 360,000; AID 651999, 2013;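 active = pattern-corrected inhibition above about 35%, with an unprinted fluorescence ratio check between 0.5 and 1.5, limit read from the data, passing the limit was not always enough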;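 note: 0% = enzyme with substrate and 100% = substrate without enzyme; some results filed as inactive read as strong as hits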
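Assay system: purified human Csn5 enzyme expressed in HEK293T cells; Input: 0.24 nM Csn5 enzyme, final concentration; Reagent: 10 nM SCFSkp2-Nedd8OG; Compound dosing: 12.5 µM single point; Times: reaction 90 min, room temperature; Technique: fluorescence polarization readout.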
Rpn11 block = Rpn11 (PSMD14) deubiquitinase inhibitors, primary screen, biochemical, fluorescence polarization, uHTS; 26S proteasome non-ATPase regulatory subunit 14 (Homo sapiens), O00487; human 26S proteasome, Ub4-pepOG fluorescence polarization; 20S core pre-blocked with epoxomicin; calls only at 20 µM; hit rate 0.59% among 360,000;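 active = inhibition at 20 µM, scaled to each plate's controls, above about 33%, limit read from the data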
Target sequence (O00487 whole entry, looked up): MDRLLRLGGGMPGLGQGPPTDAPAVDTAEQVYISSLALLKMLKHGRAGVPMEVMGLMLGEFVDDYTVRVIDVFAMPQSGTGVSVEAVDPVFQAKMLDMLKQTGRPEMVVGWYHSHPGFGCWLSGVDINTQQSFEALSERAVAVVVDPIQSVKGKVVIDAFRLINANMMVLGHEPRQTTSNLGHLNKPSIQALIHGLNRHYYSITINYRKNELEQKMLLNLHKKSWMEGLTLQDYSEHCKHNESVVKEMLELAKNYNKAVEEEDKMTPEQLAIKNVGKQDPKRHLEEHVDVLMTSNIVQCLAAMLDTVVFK
bovine MsrA act = bovine MsrA enzyme activators, primary screen, biochemical, absorbance, HTS | purified bovine MsrA, absorbance read-out | activation, % at 10.6 µM | hit rate 0.3% among 360,000; in the data active = activation above about 7.5%;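 note: 0% = vehicle and 100% = reference activator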
MLLE-PAM2 inh = inhibitors of PABP1 MLLE–PAM2 peptide binding, primary screen, biochemical, fluorescence polarization, FITC-PAM2, GST-MLLE; hit rate 0.36% among 360,000; inhibition, % at 20 µM; Polyadenylate-binding protein 1 (Homo sapiens), P11940; in the data active = inhibition above about 35%, passing the limit was not always enough;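 note: plate controls were DMSO wells with GST-MLLE for no effect and wells lacking GST-MLLE protein for full effect; some results filed as inactive read as strong as hits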
Target sequence (P11940 whole entry, looked up): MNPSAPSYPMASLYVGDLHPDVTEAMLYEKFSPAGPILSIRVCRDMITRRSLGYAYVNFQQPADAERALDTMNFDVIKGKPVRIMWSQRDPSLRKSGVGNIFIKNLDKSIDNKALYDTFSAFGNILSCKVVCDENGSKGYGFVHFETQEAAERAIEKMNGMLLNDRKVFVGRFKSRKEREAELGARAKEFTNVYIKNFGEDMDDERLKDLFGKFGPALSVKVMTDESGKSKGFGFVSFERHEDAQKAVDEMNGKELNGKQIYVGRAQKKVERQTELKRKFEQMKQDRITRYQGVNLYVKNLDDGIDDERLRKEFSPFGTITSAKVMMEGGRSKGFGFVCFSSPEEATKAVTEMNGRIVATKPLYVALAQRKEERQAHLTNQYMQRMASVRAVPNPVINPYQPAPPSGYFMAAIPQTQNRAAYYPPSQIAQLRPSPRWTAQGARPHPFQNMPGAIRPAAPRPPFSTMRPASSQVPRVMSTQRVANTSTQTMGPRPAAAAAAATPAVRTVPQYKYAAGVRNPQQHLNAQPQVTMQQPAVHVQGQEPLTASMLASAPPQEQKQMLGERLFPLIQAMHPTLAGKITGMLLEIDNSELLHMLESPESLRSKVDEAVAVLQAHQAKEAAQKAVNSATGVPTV
Rin1 Abl inh = inhibitors of Rin1-Abl protein binding, primary screen, biochemical, TR-FRET. Tyrosine-protein kinase ABL1 (Homo sapiens) + Ras and Rab interactor 1 (Homo sapiens), …. hit rate 0.4% among 360,000. inhibition, % at 7.35 µM; in the data active = inhibition above about 5%, passing the limit was not always enough
MT1-MMP act inh = blockers of MT1-MMP proenzyme processing, primary screen, HT1080 RFP-PRO-GFP cells, GFP/RFP fluorescence; Matrix metalloproteinase-14 (Homo sapiens), P50281; GFP/RFP ratio fluorescence, overnight; percent of plate control window, DMSO zero; GFP/RFP ratio change, % at 20 µM; hit rate 0.061% among 360,000; AID 651647, 2012;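 active = GFP/RFP ratio change of at least 30% with cell ATP level not reduced by more than half and red fluorescence within 50% of control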; note: strong numbers were not always called active
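Material – HT1080 RFP-PRO-GFP cells · Control set – DMSO wells and RFP-L50D-GFP cells · Incubation – overnight cell settling, then overnight compound exposure, 37 °C, 5% CO2 · Compound dosing – single-point 20 µM compound, 1% DMSO · Read-out – GFP/RFP fluorescence ratio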
FAS TE block = FAS thioesterase domain inhibitors, primary screen, biochemical, fluorescence intensity, uHTS; Fatty acid synthase (Homo sapiens), P49327; AID 602261, 2012; inhibition, % at 15 µM; recombinant FAS-TE, OMFH fluorogenic substrate, fluorescence endpoint; hit rate 0.67% among 360,000;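 active = compounds whose normalised, plate-corrected inhibition of enzyme fluorescence in the single-dose primary screen is 50% or more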;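 note: 0% = DMSO with enzyme and 100% = substrate without enzyme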
eLon inh = inhibitors of E. coli Lon protease, primary screen, biochemical, fluorescence polarization; P0A9M0; purified E. coli Lon protease; inhibition, % at 7.94 µM; hit rate 0.42% among 360,000; AID 602123, 2011; in the data active = inhibition above about 13%, passing the limit was not always enough;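 note: 0% = enzyme with probe and DMSO and 100% = no enzyme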
Starred values were filed as active, the others as inactive; i = inactive; · = no result given; + = active, no number; & = joins results of further samples. The order is random. About 3.7% of those tested had a hit in this group.

No. | structure | MsrA inh | CSN deneddyl inh | Rpn11 block | bovine MsrA act | MLLE-PAM2 inh
1 | CC1CN(C2CCN(S(=O)(=O)c3ccc(F)cc3)CC2)CC(C)O1 (stereo not given) | -0.6 | -2 | i | -12 | -6
2 | CC(C)NC(=O)N(C)C[C@H]1Oc2ccc(NC(=O)Cn3cnnn3)cc2C(=O)N([C@H](C)CO)C[C@@H]1C | -0.3 | 1 | i | -3 | -9
3 | O=C(Nc1cccc(Cl)c1)Nc1cc(S(=O)(=O)N2CCOCC2)ccc1N1CCCC1 | -0.8 | -1 | i | -1 | 11
4 | O=C(Cc1sc(-c2ccccc2)nc1-c1ccccc1)Nc1ccccc1 | 0.6 | -2 | i | 4 | 7
5 | Cc1ccc(CSC2=Nc3ccccc3C3=NC(=O)CN23)cc1 | 1.2 | 16 | i | -4 | -24
6 | CCOc1ccccc1N1CCN(Cc2ccc(Br)s2)CC1 | -0.1 | 4 | i | 5 | -5
7 | O=C(NCc1n[nH]c(=S)n1-c1ccc(F)cc1)c1ccc(S(=O)(=O)N2CCOCC2)cc1 | 1.1 | 1 | + | -2 | -22
8 | Cc1ccc(NC(=O)COC(=O)CCc2ccc(S(=O)(=O)N3CCOCC3)cc2)cc1C | 1.1 | 3 | i | -3 | -1
9 | COc1ccc(C2SCC(=O)N2CC23CC4CC(CC(C4)C2)C3)cc1 (stereo not given) | 0.2 | -7 | i | -3 | -2
10 | CCOC(=O)NC(=O)c1cn(N(C)c2ncc(C(F)(F)F)cc2Cl)c(=O)[nH]c1=O | 0.6 | -13 | i | -3 | -1
11 | Cc1ccc(S(=O)(=O)Nc2c(O)c3ccccc3oc2=O)cc1C | 0.2 | 1 | i | -3 | 2
12 | Cc1c(Cl)ccc2c1NC(=O)[C@]21N[C@@H](Cc2ccccc2)[C@H]2C(=O)N(c3ccc(F)cc3)C(=O)[C@H]21 | 1.8 | -7 | i | -3 | -9

No. | Rin1 Abl inh | MT1-MMP act inh | FAS TE block | eLon inh
1 | 0 | 5 | -13 | 8
2 | 0 | 3 | -5 | -8
3 | -3 | 5 | 31 | -6
4 | 1 | -7 | -1 | 16*
5 | -3 | -8 | 7 | 1
6 | 2 | 1 | 18 | 28*
7 | 6 | 8 | -5 | -3
8 | 2 | -2 | 9 | 1
9 | -4 | -5 | 28 | -8
10 | 0 | -1 | -5 | 7
11 | 4 | 0 | -7 | 2
12 | 3 | -17 | 76* | -1

One compound at a time, as listed above. Order of screens: MsrA inh, CSN deneddyl inh, Rpn11 block, bovine MsrA act, MLLE-PAM2 inh, Rin1 Abl inh, MT1-MMP act inh, FAS TE block, eLon inh
CC(C)NC(=O)N(C)C[C@H]1Oc2ccc(NC(=O)Cn3cnnn3)cc2C(=O)N([C@H](C)CO)C[C@@H]1C as listed: -0.3, 1, i, -3, -9, 0, 3, -5, -8
O=C(NCc1n[nH]c(=S)n1-c1ccc(F)cc1)c1ccc(S(=O)(=O)N2CCOCC2)cc1 as listed: 1.1, 1, +, -2, -22, 6, 8, -5, -3
CCOc1ccccc1N1CCN(Cc2ccc(Br)s2)CC1 as listed: -0.1, 4, i, 5, -5, 2, 1, 18, 28*
Cc1ccc(NC(=O)COC(=O)CCc2ccc(S(=O)(=O)N3CCOCC3)cc2)cc1C as listed: 1.1, 3, i, -3, -1, 2, -2, 9, 1
CCOC(=O)NC(=O)c1cn(N(C)c2ncc(C(F)(F)F)cc2Cl)c(=O)[nH]c1=O as listed: 0.6, -13, i, -3, -1, 0, -1, -5, 7

Following part
No. | structure | MsrA inh | CSN deneddyl inh | Rpn11 block | bovine MsrA act | MLLE-PAM2 inh
13 | CCOc1cc(C=NN=C2c3ccccc3-c3ccccc32)ccc1O | 1.2 | 4 | i | -3 | -16
14 | CC(O)c1nc(C(C)O)n(CC(=O)c2ccccc2)n1 (stereo not given) | 1.0 | 2 | i | -3 | -10
15 | N#CC(C#N)=NNc1ccc2cn[nH]c2c1 | 1.2 | 1 | i | -14 | -4
16 | COc1ccc(C)cc1S(=O)(=O)N1CCOCC1 | 0.2 | -8 | i | -4 | 5
17 | COc1ccc(C(=O)Nc2ccc(N3CCCCC3)cc2)cc1Br | -0.4 | -11 | i | -1 | -9
18 | CC(C)c1ccc(NC(=O)Nc2nc(C(C)N)cs2)cc1 (stereo not given) | 0.3 | -3 | i | -4 | 3
19 | Cc1[nH]c2ccccc2c1C(c1ccncc1)N1CCC(C)CC1 (stereo not given) | -0.4 | 4 | i | -6 | -2
20 | O=C(Nc1ccc(N2CCN(C(=O)c3ccco3)CC2)cc1)c1ccc(Br)cc1 | 0.3 | 2 | i | -2 | 1
21 | O=C(N/N=C/c1ccccc1[N+](=O)[O-])c1cccs1 | 0.7 | 2 | i | -4 | 6
22 | COc1ccc([N+](=O)[O-])cc1NC(=O)CC1SC(=Nc2cccc(C)c2C)N(/N=C/c2cccc(OC)c2OC)C1=O (stereo not given) | 1.7&0.5 | 1&-1 | i | -3&3 | 0&-11
23 | COc1ccc(C(=O)OCc2csc(C)n2)c(O)c1 | 0.2 | 1 | i | -9 | 1
24 | O=C(Nc1ccc2oc(-c3ccncc3)nc2c1)c1ccc2c(c1)OCCO2 | 0.6 | 19 | i | -15 | -135

No. | Rin1 Abl inh | MT1-MMP act inh | FAS TE block | eLon inh
13 | 3 | 12 | 26 | 0
14 | -3 | 0 | -8 | 1
15 | 2 | -5 | -4 | -6
16 | -2 | 0 | -5 | 1
17 | -3 | 5 | -1 | -3
18 | -1 | 5 | -7 | -1
19 | 2 | 1 | 12 | 9
20 | 0 | 2 | 5 | -3
21 | 1 | -3 | -3 | -8
22 | 2&-4 | 3&-1 | 87* | -12&-7
23 | -3 | 3 | 0 | 5
24 | -1 | -2 | -4 | -4

(more compounds)
No. | structure | MsrA inh | CSN deneddyl inh | Rpn11 block | bovine MsrA act | MLLE-PAM2 inh
25 | O=C(COc1ccc(Cl)cc1Cl)OCC(=O)N1CCCc2ccccc21 | 1.5 | -1 | i | -4 | -4
26 | Cc1ccc(C#CC[N+]2(C)CCCCC2)cc1 | -0.3 | 5 | i | -2 | -9
27 | COC(=O)c1ccc(CNC(=O)COC(=O)c2cc(Cl)ccc2O)cc1 | -0.6 | 2 | i | -2 | 3
28 | OCCC1CN(Cc2cccn2-c2ccccn2)CCN1C1CCCC1 (stereo not given) | -0.3 | 2 | i | -3 | 0
29 | O=C(CSc1ncc(-c2ccccc2)n1CC1CCCO1)N1CCCCC1 (stereo not given) | -0.7 | 5 | i | 1 | 0
30 | O=C1c2ccccc2C(=O)C1c1ccccc1 | -1.3 | -1 | i | -6 | -3
31 | CN(Cc1nc(Cc2cccc(F)c2)no1)CC1COCCO1 (stereo not given) | -0.6 | -13 | i | -4 | -6
32 | Nc1ccc(C(=O)NCC2(c3ccccc3)CCCC2)cc1 | -0.8 | 7 | i | -4 | -4
33 | O=C(c1ccc(F)cc1)C1CCN(C(=S)NCC2CCCO2)CC1 (stereo not given) | 2.4 | 5 | i | -1 | -124
34 | CC(C)(C)c1ccc(C(=O)N2CCCN(c3ccc([N+](=O)[O-])cn3)CC2)cc1 | 4.1 | 4 | i | 0 | -8
35 | CCOc1ccc(N=C2NC(=O)SC2CC(=O)OC)cc1 (stereo not given) | -1.1 | -1 | i | -3 | -2
36 | Cn1cc(S(=O)(=O)N2CCC(C(N)=O)CC2)c(=O)n(C)c1=O | -1.2 | -6 | i | -3 | 5

No. | Rin1 Abl inh | MT1-MMP act inh | FAS TE block | eLon inh
25 | 0 | -4 | 37 | 5
26 | 1 | 1 | -5 | -11
27 | 2 | 7 | -6 | 3
28 | -1 | -2 | -2 | 0
29 | 2 | -2 | -5 | 3
30 | -1 | 0 | -4 | 0
31 | 2 | 2 | 2 | -1
32 | -4 | 4 | 0 | -6
33 | 0 | 3 | -2 | 10
34 | 1 | 0 | 34 | -9
35 | -2 | 4 | -6 | -3
36 | 1 | 2 | -5 | -19

The list goes on:
No. | structure | MsrA inh | CSN deneddyl inh | Rpn11 block | bovine MsrA act | MLLE-PAM2 inh
37 | FC(F)(F)c1cccc(N/N=C/c2ccccc2)c1 | 0.9 | -5 | i | -2 | 24
38 | N#CC1=C(N)Oc2cc(N)ccc2C1c1ccc(Cl)cc1 (stereo not given) | -1.3 | 1 | i | 0 | -5
39 | OC[C@H]1O[C@H](c2nc(-c3nc(-c4cccs4)no3)cs2)C[C@@H]1O | -0.8 | 3 | i | -9 | 5
40 | OCCN(Cc1ccccc1)Cc1ccc(Cl)cc1 | 2.1 | 8 | i | 1 | 0
41 | CCN1CCN(c2cc(C)c3cc(NC(=O)c4cncc(Br)c4)ccc3n2)CC1 | 0.6 | -4 | i | -2 | 0
42 | COc1cc(/C=N/NC(=O)c2cccc([N+](=O)[O-])c2)ccc1OC(=O)c1ccco1 | 0.9 | -5 | i | -1 | -6
43 | OC(Cc1cccnc1)(c1ccccc1)c1ccccc1 | 0.3 | 5 | i | -3 | -1
44 | COC(=O)c1ccc(CN2CCN(Cc3ccccc3)C(CCO)C2)cc1 (stereo not given) | -0.6 | -3 | i | -1 | -1
45 | Cc1cc([N+](=O)[O-])nn1Cc1c(F)c(F)c(F)c(F)c1F | -0.7 | 1 | i | -3 | 4
46 | CCCCC(=O)NC(c1ccco1)c1c(O)ccc2ccccc12 (stereo not given) | -0.6 | 0 | i | 0 | -14
47 | CCC(C(=O)Nc1cccc(C(F)(F)F)c1)c1ccccc1 (stereo not given) | -0.7 | 1 | i | 2 | -8
48 | CCOC(=O)N1CCN(C(=O)c2ccc3c(c2)N=C(C)c2cc(Cl)ccc2S3)CC1 | 0.1 | 0 | i | -4 | 2
49 | Cc1ccc(S(=O)(=O)C2(C(=O)Nc3ccc(F)cc3)CC2)cc1 | -1.4 | 2 | i | -2 | -7
50 | CC(=O)N1CCN(c2ccc(S(=O)(=O)N3CCOCC3)cc2[N+](=O)[O-])CC1 | 1.4 | -7 | i | -3 | 1
51 | Cc1ccc2cc3cc(C(=O)NCCC(C)C)oc3nc2c1 | 1.7 | -7 | i | -2 | 1

No. | Rin1 Abl inh | MT1-MMP act inh | FAS TE block | eLon inh
37 | 1 | -2 | 8 | 0
38 | 1 | -2 | 47 | 0
39 | -3 | · | -9 | -6
40 | -1 | 5 | 0 | -6
41 | -8 | -4 | -2 | 3
42 | -3 | 5 | 10 | -5
43 | 4 | -2 | -5 | -11
44 | 2 | -3 | -12 | -4
45 | -1 | -2 | 3 | -4
46 | 2 | 4 | -3 | -5
47 | -2 | 5 | 30 | 7
48 | 0 | 3 | 11 | 1
49 | 1 | -1 | 3 | 5
50 | -5 | 6 | -19 | -3
51 | -1 | 6 | 3 | 8

Compound activity deposited in PubChem by several laboratories.
